Compound activity: PubChem, Sanford-Burnham Center for Chemical Genomics
EBI2 block: EBI2 receptor antagonists, beta-arrestin recruitment, primary screen, cell-based, luminescence, 7a,25-OHC stimulation, uHTS; actives 0.81% (n = 360,000); inhibition, % at 5 µM; G-protein coupled receptor 183 (Homo sapiens), P32249; AID 651636, 2012; 7a,25-OHC stimulated; in the data active means inhibition above about 38%;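 further: enzyme fragment complementation signal reports receptor beta-arrestin coupling in cells; 0% = agonist plus DMSO wells and 100% = wells without agonist; some results beyond the cut were filed as inactive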
Target sequence (P32249 whole entry, looked up, the tested form may be a part): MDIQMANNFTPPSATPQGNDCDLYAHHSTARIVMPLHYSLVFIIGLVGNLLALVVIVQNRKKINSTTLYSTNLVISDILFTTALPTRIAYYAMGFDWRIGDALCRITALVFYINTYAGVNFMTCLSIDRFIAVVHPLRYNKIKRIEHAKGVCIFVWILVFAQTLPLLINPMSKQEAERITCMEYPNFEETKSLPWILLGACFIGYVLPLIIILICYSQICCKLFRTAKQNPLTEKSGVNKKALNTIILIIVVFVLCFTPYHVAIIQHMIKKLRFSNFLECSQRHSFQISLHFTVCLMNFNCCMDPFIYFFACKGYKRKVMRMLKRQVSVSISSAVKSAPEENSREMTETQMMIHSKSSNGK
Starred values were filed as active, the others as inactive. Not all compounds are listed; the hit share may differ from the screen's.

EBI2 block	SMILES
-12	COC(=O)C(C(=O)OC)C1CCCCC1NS(=O)(=O)c1ccc(C)cc1 (stereo unspecified)
0	Cc1ccc(Cc2c(-c3cccc(Br)c3)nc3cc(C)c(Br)c(C)n23)cc1
18	CCCCNC(=O)C1(C)CCCCCN1Cc1cc2ccccc2o1 (stereo unspecified)
4	Cn1nc(C(C)(C)C)cc1NC(=O)C1(C)CCN1C(=O)C1(c2ccccc2)CCCC1 (stereo unspecified)
12	CCOC(=O)C1=CCN(S(=O)(=O)c2ccc(C)cc2)C1c1ccccc1F (stereo unspecified)
23	OC(c1ccccc1)(c1nc(/C=C/c2ccc(C(F)(F)F)cc2)cs1)C(F)(F)F (stereo unspecified)
7	CCOc1ccc(/C=N/NC(=O)c2ccc3nc[nH]c3c2)cc1OC
3	CC1(C(=O)Nc2ccc(F)cc2F)CCN1C(=O)Cc1ccccc1 (stereo unspecified)
-8	O[C@H]1CN(Cc2cccs2)[C@@H](c2ccccc2)C[C@@H]1n1cc(-c2ccc(F)cc2)nn1
-2	COc1ccc(NC(=O)N(C)C[C@H]2OCCCC[C@@H](C)Oc3ccc(NC(=O)c4ccccc4)cc3C(=O)N([C@H](C)CO)C[C@@H]2C)cc1
0	Cn1nccc1-c1coc2c(C(=O)NCc3ccccc3)cccc12
-24	COc1ccccc1CNc1nc(NCc2ccccc2OC)c2sccc2n1
-7	Cc1cc(C)n2c(NC3CCCC3)c(-c3ccc(F)cc3)nc2n1
28	Cn1cc(Cc2ccc(C(=O)NCc3ccccc3)cn2)c2ccccc21
0	COCCCN1C(=O)C(CC(=O)NCc2ccco2)CC(C(=O)N(C(C)C)C(C)C)=C1C (stereo unspecified)
-8	CC(C)c1ccc(NC(=O)C2Cc3c(-c4ccco4)ccnc3O2)cc1 (stereo unspecified)
5	C[C@@H]1CN([C@H](C)CO)C(=O)c2cc(Br)cnc2O[C@@H]1CN(C)Cc1ccc(-c2ccccc2)cc1
-8	O=c1[nH]c(=S)[nH]c2c1C(c1ccc(F)cc1)OC(CCc1ccccc1)C2 (stereo unspecified)
-5	COc1ccc(CNC(=O)C[C@@H]2C=C[C@@H](NS(=O)(=O)c3cccc(OC)c3)[C@@H](CO)O2)cc1
0	C[C@H](CO)N1C[C@H](C)[C@@H](CN(C)S(=O)(=O)c2ccc(C#N)cc2)OCc2cnnn2CCCC1=O
11	CC1(C(=O)NCc2cccc3ccccc23)CCN1Cc1ccc2ccccc2c1 (stereo unspecified)
-11	CC(C)(C)S(=O)N1Cc2cc(C(=O)Nc3ccc(-c4ccccc4)cc3)nc(-c3cccc(-c4cc5ccccc5o4)c3)c2[C@@H]1CCO (stereo partly specified)
-1	COc1cc(C(O)c2nc(-c3cccc(C#N)c3)cs2)ccc1F (stereo unspecified)
6	O=C(C[C@@H]1CC[C@@H]2[C@H](COC[C@H](O)CN2Cc2cccc(C(F)(F)F)c2)O1)NCc1ccc(Cl)cc1
-12	O=S1(=O)CC(N2CCCCC2)CN1Cc1cn(Cc2ccc(F)cc2)nn1 (stereo unspecified)
-4	O=S1(=O)CCN(C2CCCCCCC2)CC1
4	CC(C)n1nnnc1C1c2ccccc2C(=O)N1CCc1c[nH]c2ccccc12 (stereo unspecified)
2	Cc1ccc(S(=O)(=O)NC(=O)C2(C)CCN2C(=O)CCc2ccc(Cl)cc2Cl)cc1 (stereo unspecified)
8	O=C(Nc1cccc(Cc2ccccc2)c1)Nc1ccc2nc([C@@H]3O[C@H](CO)[C@@H](O)[C@H](O)[C@H]3O)[nH]c2c1
8	COc1ccc(NC(=O)C2C(c3ccc4c(c3)OCO4)=Nc3ccccc3N2C(C)=O)cc1 (stereo unspecified)
6	C[C@@H]1CN([C@@H](C)CO)S(=O)(=O)c2ccc(Br)cc2O[C@H]1CN(C)Cc1ccccn1
-4	Cc1noc(C)c1Cn1c(C)c(C(=O)NCc2ccc3c(c2)OCCO3)sc1=O
9	CCOC(=O)c1cc(OCC)c2c(ccc3cc(OC)ccc32)n1
-2	CCCCN(C(=O)CCOc1ccc(OCC)cc1)c1c(N)n(Cc2ccccc2)c(=O)[nH]c1=O
15	CN1OC[C@@H]2CN(S(=O)(=O)c3cccc(C(F)(F)F)c3)[C@H](c3ccc(-c4cc5ccccc5o4)cc3)C[C@@H]21
-7	Cc1ccc2nc(N)nnc2c1
43	C(=C\c1ccccc1)/CN1CCN(C(c2cc3ccccc3o2)c2nnnn2Cc2ccccc2)CC1 (stereo unspecified)
-7	Cc1ccc2nc(-c3ccccc3)c(Cc3ccccn3)n2c1
-7	O=C(c1ccco1)N1N=C(c2ccccc2O)CC1c1cccs1 (stereo unspecified)
-10	CC1=C(C(=O)N2CCCCCC2)CC(CC(=O)NCc2ccco2)C(=O)N1Cc1ccccc1 (stereo unspecified)
-20	CC(C)C[C@H]1CN([C@@H](Cc2ccc(O)cc2)CN2CCC[C@H]2CN2C(=O)C(=O)NC[C@@H]2Cc2ccccc2)C(=O)C(=O)N1CC1CCCCC1
-17	CCN1C(=O)C(C)C=C(C)C=C1C (stereo unspecified)
1	COc1cc(C(=O)C(=O)N2CCN(c3ccccc3)CC2)cc2ccccc12
2	Cc1ccccc1NC(=O)CNC(=O)N1CC(=O)Nc2ccccc21
20	Cc1ccc(F)cc1C(=O)N1CCCCC1c1cc(C(=O)Nc2ccc(F)c(Cl)c2)no1 (stereo unspecified)
2	CCCCNC(=O)c1nc(C2CCN(S(=O)(=O)c3ccccc3C(F)(F)F)CC2)oc1-c1ccccc1
-2	C[C@@H]1CCCCO[C@@H](CN(C)S(=O)(=O)c2ccc(F)cc2)[C@@H](C)CN([C@H](C)CO)C(=O)c2cc(NC(=O)c3ccccc3)ccc2O1
-2	CC(=O)Nc1ccc(-c2ccnc3c2CC(C(=O)NCc2ccc(N4CCN(C)CC4)cc2)O3)cc1 (stereo unspecified)
-6	CC(Sc1nc(N)cc(=O)[nH]1)C(=O)Nc1ccc(N2CCOCC2)cc1 (stereo unspecified)
-6	O=S1(=O)CC(N2CCC(c3ccccc3)CC2)CN1C1CCCCC1 (stereo unspecified)
-13	Cc1nn(CC(=O)NC2CC2)c(C)c1S(=O)(=O)N(C)C
-17	NC(CO)c1csc(NC(=O)Nc2cccc(Cl)c2)n1 (stereo unspecified)
-9	COc1ccc(CC(=O)OCC(=O)Nc2ccc3[nH]c(=O)[nH]c3c2)cc1OC
-6	Nc1nc2ccc(Cl)cc2cc1C(=O)NCCc1c[nH]c2ccccc12
26	CCCCCCCCN1C(=O)[C@H](CC(=O)NCc2cccs2)C[C@@]2(C(=O)OC)CCCCC=C12
-8	CC1(C)OC(=O)C2=C(C[C@@H](CCC(F)(F)F)O[C@H]2c2ccc(F)cc2)O1
-5	Nc1nc2c(ncn2[C@@H]2O[C@H](CNCc3ccc4ncccc4c3)[C@@H](O)[C@H]2O)c(=O)[nH]1
-5	COc1ccc(CN2C(=O)C(CC(=O)NCc3cccc4ccccc34)CC(C(=O)N3CCOCC3)=C2C)cc1 (stereo unspecified)
13	CN(C)c1ccc(-c2cc(NC=O)c3ncc(-c4ccc(F)c(Cl)c4)n3c2)cc1
-4	CC(C)(C)OC(=O)N1CCc2onc(-c3ccc(N)cc3)c2C1=O

Next part.
EBI2 block	SMILES
3	COc1cc(C(O)c2nc(-c3ccccc3)cs2)ccc1F (stereo unspecified)
1	Cc1noc(C)c1S(=O)(=O)N(C)C[C@H]1OCc2cn(nn2)CCCC(=O)N([C@H](C)CO)C[C@@H]1C
-8	COc1cccc(CNC(=O)C2(C)CCCCN2C)c1 (stereo unspecified)
3	O=C(Nc1ccccc1Cl)c1cc(C2CCCN(C(=O)C3CCCCC3)C2)on1 (stereo unspecified)
-4	C[C@H]1CCCCO[C@@H](CN(C)S(=O)(=O)c2ccc(F)cc2)[C@@H](C)CN([C@@H](C)CO)C(=O)c2cc(NC(=O)Nc3ccc4c(c3)OCO4)ccc2O1
-2	C[C@@H]1CN([C@H](C)CO)C(=O)CCCn2nncc2CO[C@H]1CN(C)S(=O)(=O)c1ccc(C#N)cc1
0	COc1ccc(C=NCCc2ccc(OC)c(OC)c2)cc1OC
-7	COc1ccc(NC(=O)C2c3ccccc3OCC(=O)N2Cc2cccnc2)cc1 (stereo unspecified)
-1	CS(=O)CC(O)(c1ccc(F)cc1)C1CC1 (stereo unspecified)
15	Cc1ccc(-c2ccc(CN3C(CC(C)C)C(=O)N(Cc4cn(CC5CCCCC5)nn4)CCS3(=O)=O)cc2)cc1 (stereo unspecified)
-8	O=C(COC(=O)Cn1cnc2ccccc21)Nc1ccc(Br)cc1
7	CCOC(=O)C1(C)CCCN(C(=O)c2ccccc2C(F)(F)F)C1 (stereo unspecified)
0	COC(=O)c1cc(S(=O)(=O)NCC(C)c2ccccc2)c[nH]1 (stereo unspecified)
5	N#Cc1cccc(NC(=O)c2cc(C3CCCCN3C(=O)CCCc3ccccc3)on2)c1 (stereo unspecified)
2	COc1cc(C(O)c2nc(-c3ccc(F)cc3OC)cs2)ccc1F (stereo unspecified)

Reprinted at random: five compounds from above, in no set order.
EBI2 block	SMILES
3	O=C(Nc1ccccc1Cl)c1cc(C2CCCN(C(=O)C3CCCCC3)C2)on1 (stereo unspecified)
-1	CS(=O)CC(O)(c1ccc(F)cc1)C1CC1 (stereo unspecified)
3	COc1cc(C(O)c2nc(-c3ccccc3)cs2)ccc1F (stereo unspecified)
0	COC(=O)c1cc(S(=O)(=O)NCC(C)c2ccccc2)c[nH]1 (stereo unspecified)
2	COc1cc(C(O)c2nc(-c3ccc(F)cc3OC)cs2)ccc1F (stereo unspecified)

4 successive records already listed, quoted:
EBI2 block	SMILES
7	CCOC(=O)C1(C)CCCN(C(=O)c2ccccc2C(F)(F)F)C1 (stereo unspecified)
0	COC(=O)c1cc(S(=O)(=O)NCC(C)c2ccccc2)c[nH]1 (stereo unspecified)
5	N#Cc1cccc(NC(=O)c2cc(C3CCCCN3C(=O)CCCc3ccccc3)on2)c1 (stereo unspecified)
2	COc1cc(C(O)c2nc(-c3ccc(F)cc3OC)cs2)ccc1F (stereo unspecified)

Next part
EBI2 block	SMILES
1	Cc1cc(F)ccc1C(O)c1ncc(-c2ccccc2F)[nH]1 (stereo unspecified)
19	CC(C)[C@H](NC(=O)OC(C)(C)C)c1cc(C(=O)NCCc2c[nH]c3ccccc23)c(N)s1
7	CCc1nc2c(OCc3ccccc3C)cccn2c1N(C)C(=O)c1ccc(C)cc1
24	COc1cccc(C(=O)C(=O)N2CCN(C(=O)OCc3ccccc3)CC2)c1
-21	COC1=C(Br)C(=O)c2nc(C)ccc2C1=O
5	COc1cccc(-c2cnc(C(O)c3ccc(C)cc3)[nH]2)c1 (stereo unspecified)
23	COc1ccccc1-c1sc2ccccc2c1-c1cnc(N2CCOCC2)nc1
-27	N#CC(=Cc1ccnc2ccccc12)c1ccccc1
-12	CC(=O)c1cccc(-c2ccnc3c2CC(C(=O)Nc2ccc4c(c2)OCO4)O3)c1 (stereo unspecified)
-6	Cc1ccccc1CNC(=O)c1ccc2nc([C@@H]3O[C@H](CO)[C@H](O)[C@H](O)[C@H]3O)[nH]c2c1
1	CCc1nc2c(OCC(=O)N3CCOCC3)cccn2c1N(C=O)Cc1ccccc1
-7	CC1(C(=O)Nc2ccc3ccccc3c2)CCC(=O)N1CC(F)(F)F (stereo unspecified)
17	COc1ccc(C(C(=O)NCc2ccccc2)n2c(=O)c(-c3ccccc3)nc3ccccc32)cc1 (stereo unspecified)
-5	Cc1cc(CNC[C@H]2O[C@@H](n3ccc(=O)[nH]c3=O)[C@H](O)[C@@H]2O)no1
21	CCCCCCCCN1C(=O)[C@H](CC(=O)N2CCSCC2)C[C@@]2(C(=O)OC)CC(C)(C)CC=C12
2	COC(=O)C1=CN(c2ccc(F)cc2)C(N)=C(C#N)C1c1ccccc1 (stereo unspecified)
-9	CC(=O)c1c(C)[nH]c(C(=O)OCC(=O)N2CCN(c3ccccc3)CC2)c1C
5	Cc1cnc(-c2nc3ccccc3n2C(C(=O)NC(C)(C)C)c2cc3ccccc3o2)cn1 (stereo unspecified)
-33	COCCNc1nc(NCc2ccc(C(C)C)cc2)c2sccc2n1
-9	CCc1nc2ccc(C(=O)NCCCN3CCCC3=O)cn2c1N(C)C(=O)Nc1ccccc1OC
0	O=C(NCc1ccccc1)C(c1ccncc1)n1c(=O)c(-c2ccco2)nc2ccccc21 (stereo unspecified)
7	O=C(NCc1cccc(Cl)c1)C1Cc2c(-c3ccccc3Oc3ccccc3)ccnc2O1 (stereo unspecified)
-6	CC(C)C[C@@H]1COc2cc(N(C)CCO)ccc2S(=O)(=O)N1
11	COc1ccc2oc(=O)cc(CN3CCN(Cc4ccccc4)CC3)c2c1
0	CCCc1nc2ccc(C)cn2c1Cc1ccc(OC)cc1C
-5	COCCNc1nc(NCc2cc(-c3ccc(OC)cc3)no2)c2sccc2n1
31	CC(=O)c1ccc(-c2cnc3c(NC=O)cc(-c4ccccc4Oc4ccccc4)cn23)cc1
0	C[C@@H]1CN([C@@H](C)CO)C(=O)CCCn2nncc2CO[C@H]1CN(C)Cc1ccccc1C(F)(F)F
-7	COc1ccc(-c2ccc(CCC(=O)O)n2-c2cc(OC)ccc2OC)cc1
20	N#Cc1ccc(CN(Nc2ccccc2)c2ccccc2)cc1
-1	CC(C)C[C@H]1CN(CCCC[C@@H]2CNC(=O)C(=O)N2CCc2ccccc2)C(=O)C(=O)N1CCc1ccccc1
-6	CCc1nc2c(OCC(=O)C(C)(C)C)cccn2c1N(C)C(=O)c1ccccc1F
-8	CC1(C(=O)Nc2cccc3cccnc23)CCN1C(=O)CC1CC1 (stereo unspecified)

3 entries from above, arranged by the value under EBI2 block, high to low.
EBI2 block	SMILES
7	O=C(NCc1cccc(Cl)c1)C1Cc2c(-c3ccccc3Oc3ccccc3)ccnc2O1 (stereo unspecified)
0	O=C(NCc1ccccc1)C(c1ccncc1)n1c(=O)c(-c2ccco2)nc2ccccc21 (stereo unspecified)
-9	CCc1nc2ccc(C(=O)NCCCN3CCCC3=O)cn2c1N(C)C(=O)Nc1ccccc1OC
